# Source: PubChem
# IDE cell inh: cellular human IDE inhibition. P14735. HEK cells, FAbetaB cleavage, fluorescence polarization. inhibition, % at 5.59 µM. actives 0.41% (n = 320,000). AID 434962;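 active = percent inhibition above the average of all tested compounds plus 3 SD, set per screening campaign, cut at about 16% in these data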;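 note: IDE supplied by intact live HEK cells; FP after avidin binding of uncleaved biotin substrate so inhibition keeps polarization high; 0% = DMSO wells and 100% = 60 µM reference IDE inhibitor Ii1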
# Target sequence (P14735 whole entry, looked up): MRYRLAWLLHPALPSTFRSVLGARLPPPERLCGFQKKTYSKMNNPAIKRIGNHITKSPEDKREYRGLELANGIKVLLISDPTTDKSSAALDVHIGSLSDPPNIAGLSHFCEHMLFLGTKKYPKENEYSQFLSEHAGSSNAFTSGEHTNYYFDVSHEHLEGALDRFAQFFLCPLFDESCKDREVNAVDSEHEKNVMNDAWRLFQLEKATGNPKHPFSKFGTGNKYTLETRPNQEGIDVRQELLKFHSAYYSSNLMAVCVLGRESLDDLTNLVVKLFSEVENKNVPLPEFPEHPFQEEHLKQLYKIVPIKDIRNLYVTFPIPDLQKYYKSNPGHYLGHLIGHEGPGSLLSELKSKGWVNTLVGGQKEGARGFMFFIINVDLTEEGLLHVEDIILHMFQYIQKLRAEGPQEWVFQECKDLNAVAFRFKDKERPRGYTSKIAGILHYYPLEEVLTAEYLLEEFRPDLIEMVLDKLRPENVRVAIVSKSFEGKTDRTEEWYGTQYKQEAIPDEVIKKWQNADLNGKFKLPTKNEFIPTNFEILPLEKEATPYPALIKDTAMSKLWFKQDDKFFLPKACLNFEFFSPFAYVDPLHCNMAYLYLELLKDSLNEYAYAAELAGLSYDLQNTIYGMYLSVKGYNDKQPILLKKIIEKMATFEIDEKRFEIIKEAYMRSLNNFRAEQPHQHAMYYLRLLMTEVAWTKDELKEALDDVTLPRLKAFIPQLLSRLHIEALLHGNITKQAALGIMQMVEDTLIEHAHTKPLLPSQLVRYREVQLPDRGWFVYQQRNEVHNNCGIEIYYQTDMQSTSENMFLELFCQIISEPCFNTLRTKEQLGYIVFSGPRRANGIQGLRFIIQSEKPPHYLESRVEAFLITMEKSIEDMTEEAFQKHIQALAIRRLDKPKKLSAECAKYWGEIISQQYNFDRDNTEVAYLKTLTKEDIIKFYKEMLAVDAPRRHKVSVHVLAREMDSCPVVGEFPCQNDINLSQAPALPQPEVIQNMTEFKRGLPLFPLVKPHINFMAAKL
# IDE act: IDE (human) activation, cell-based. P14735. HEK cells, FAbeta-B cleavage, fluorescence polarization; 0% vehicle, 100% cell-free pure enzyme wells. activation, % at 5.96 µM. actives 0.073% (n = 340,000);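 active = activation above the mean of all tested compounds plus 3 SD, set per screening campaign, cut at about 17% in these data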
# CRFR2-BP antag: CRF-BP/CRF-R2 complex antagonism; inhibition, % at 11.8 µM; actives 0.59% (n = 350,000); AID 588475; HEK293 CRF-R2/CRF-BP, CRF-induced calcium fluorescence;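 active = inhibition of the ligand-induced calcium signal above about 50% at the single tested concentration, limit read from the data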
# CHRM4 PAM: potentiates acetylcholine response at human M4 receptor. CHO-K1 hM4/Gqi5, Fluo-8 calcium fluorescence, ACh EC20; 0% = ACh EC20, 100% = maximal ACh. activation, % at 3 µM. actives 0.4% (n = 360,000). AID 624126;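 active = activation above its plate's cutoff, the mean activation of sample wells plus 3 SD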; note: some results filed as inactive read as strong as hits
# CRFR2-BP ag: agonists of human CRF-binding protein/CRF-R2 receptor complex; HEK293 CRF-R2/CRF-BP, calcium dye fluorescence (FLIPR); percent of saturating CRF peptide response; activation, % at 13.2 µM; actives 0.46% (n = 350,000);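 active = activation of at least 50%, plus an integration ratio under a set limit after plate pattern correction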;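 note: plate controls were neutral control wells without compound for no effect and CRF at EC100 for full effect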
# GalR3 antag: antagonists of human GalR3 | HEK293 GalR3-CNG cAMP membrane potential fluorescence; galR3 body fused to GalR1 C-terminus | inhibition, % at 3 µM | actives 0.44% (n = 360,000) | AID 651719;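 active = inhibition above the screen-wide average plus 3 SD, cut at about 13% in these data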;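 note: forskolin and galanin both at EC90 stimulate the cells; cAMP rise reported by CNG channel membrane potential dye signal; 0% = forskolin plus galanin with DMSO and 100% = forskolin alone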
# PHOSPHO1 inh: inhibitors of human PHOSPHO1 phosphatase | Q8TCT1 | recombinant PHOSPHO1, absorbance phosphatase assay | inhibition, % at 13.3 µM | actives 1.1% (n = 290,000) | AID 1565; in the data active = inhibition above about 60%
# p-CIP stab down: p/CIP protein destabilization | Q05BA5 | F442A p/CIP-EGFP cells, EGFP fluorescence, 16 h | decrease of EGFP signal, % at 10 µM | actives 0.01% (n = 290,000) | AID 1984;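 active = EGFP signal decrease of at least 30% at 10 µM or well 3 SD below plate mean, unless failing retest; inactive = the rest, including hits failing retest or dose response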; note: some compounds called inactive have numbers as strong as hits; many of its hits are not listed in these tables
# MEKK3 PB1 HTS: raises or lowers MEK5 binding to the human MEKK3 PB1 domain. Q99759. bead-based flow cytometry, Alexa488-MEK5 binding to MEKK3; actives lie on both sides; 0 = blocked by unlabeled MEK5, 100 = vehicle. binding response (% of control), % at 10 µM. actives 1.4% (n = 290,000). AID 1529;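 active = binding response more than 3 SD above or below the average of its plate-row segment, actives on both sides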;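 note: Alexa488 bead fluorescence after subtracting the streptavidin-only scavenger bead signal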
# An asterisk follows results filed as active; . = no result given; [ ] = another dose, or the depositor's remark.
SMILES,IDE cell inh,IDE act,CRFR2-BP antag,CHRM4 PAM,CRFR2-BP ag,GalR3 antag,PHOSPHO1 inh,p-CIP stab down,MEKK3 PB1 HTS
COc1ccc(CCNC(=O)c2c(-c3ccccc3)noc2C)cc1OC,1,-2,-3,-1,-4.2,1,17,-3,102
O=C(CC(C(=O)O)c1ccccc1)Nc1cccc2ccccc12 (stereo unspecified),8,3,-19,3,-0.4,-6,24,-7,97
Cc1csc(NC(=O)CSc2[nH]c(=O)ncc2C)n1,7,4,4,-2,-2.0,1,.,.,.
O=S(=O)(c1ccccc1Br)N1CCC(O)(c2cccnc2)CC1,7,3,24,-5,-1.0,-7,33,-1,101
CC(C)C[C@H]1CN=C(Nc2ccccc2)N1CC1CCCCC1,1,2,-9,-4,0.4,-10,-2,-16,101
COc1ccc(NC(=S)Nn2cnnc2)cc1OC,7,2,4,6,-0.5,-5,-90,-4,80
CCOc1nc(-c2ccccc2)ccc1-c1noc(-c2cccnc2)n1,-7,7,-4,1,3.9,-7,.,.,.
S=c1nc(-c2ccccc2)[nH]c2ccccc12,5,-7,-23,-13,-0.6,-5,-25,-15,100
COCCN1C(=O)CC(NNC(=O)c2ccc(S(=O)(=O)N3CCCC3)cc2)C1=O (stereo unspecified),-3,-4,-5,-6,-0.6,-4,11,-4,96
CC(C)[C@H](NC(=O)N1CCn2c1nc1ccccc12)C(=O)NCc1ccc2c(c1)OCO2,3,0,-4,4,-1.4,2,26,-10,103
COc1ccccc1-c1nc(NC(C)=O)n[nH]1,-4,.,26,.,-0.3,3,21,-7,91
COc1ccc(OCC(O)CN2CCCCCC2)cc1 (stereo unspecified),1,4,23,1,-0.6,-5,1,-23,91
CCCC1=Nc2cc(C(=O)N3CCC(C(N)=O)CC3)ccc2Sc2ccccc21,1,6,2,-6,-2.0,-1,40,2,98
Clc1ccc(-c2nnc3ccccn23)cc1,-2,0,-10,3,-0.8,5,7,2,106
COc1ccc(S(=O)(=O)N2CCCCCC2)cc1NC(=O)Cc1ccccc1,10,1,8,-7,-0.3,-6,-63,4,116
CCN1CN(CCc2ccccc2)CNC1=S,2,3,-5,1,-0.8,-2,-6,2,100
CCOC(=O)N1CCN(CC(O)COC2CC(C)CCC2C(C)C)CC1 (stereo unspecified),-1,3,26,1,0.5,-3,-48,-10,101
Cc1ccc(N=C(N)N=C(N)N)c(C)c1,5,3,-7,-24,0.3,-4,28,6,99
CC(=O)N1CCc2cc(S(=O)(=O)NCCC(=O)N3CCN(Cc4ccccc4)CC3)ccc21,0,19*,-14,6,1.8,-4,1,-1,101
CCOc1ccccc1-c1cc(C(=O)N/N=C/c2cccnc2)c2ccccc2n1,5,-2,-18,-19,0.5,-1,.,.,.
COc1ccc(CCNC(=O)CC(c2ccccc2)c2cc(C)ccc2O)cc1OC (stereo unspecified),1,-2,2,-12,-11,.,11,-12,106
C#Cc1ccc([C@@H]2C=C(C(=O)NC3CC3)O[C@H](OCCCCO)C2)cc1,3,-1,5,12,-4.2,-4,26,2,98
COc1cc([N+](=O)[O-])cc(/C=N/NC(=O)c2ccc(NC(=O)c3ccc(C)cc3)cc2)c1O,.,6,13,3,-1.0,-1,22,3,101
CCCC(=O)Nc1cc(Cl)ccc1C,0,0,16,3,-2.6,-3,0,-6,99
Cc1onc(-c2ccccc2)c1C(=O)N1CCN(S(=O)(=O)c2ccc(OC(F)(F)F)cc2)CC1,-3,-4,-13,2,0.6,-6,-6,-5,105
SMILES,IDE cell inh,IDE act,CRFR2-BP antag,CHRM4 PAM,CRFR2-BP ag,GalR3 antag,PHOSPHO1 inh,p-CIP stab down,MEKK3 PB1 HTS
Clc1ccccc1CSc1nnc(-c2ccccn2)n1Cc1ccco1,1,3,-8,-16,49,1,59,-6,97
Cc1cccc(NC(=O)NCCCCc2ccccc2)c1,1,6,11,-2,0.7,0,24,3,99
Fc1ccccc1CSc1ccc(-c2ccco2)nn1,7,1,1,-5,-0.6,-5,6,5,104
Nc1nonc1C(=O)N/N=C/c1ccc(-c2ccc(Cl)c(C(=O)O)c2)o1,0,6,-7,2,1.0,-1,-77,16,96
Nc1c(C(=O)c2ccccc2)sc2snc(SCC(=O)c3ccccc3)c12,11,-18,-9,4,20,3,32,-5,110
COCCn1c(SCC#N)nnc1-c1ccc([N+](=O)[O-])cc1,-6,-4,12,4,-1.1,-6,0,-1,102
COc1ccc2c(c1)C(=O)[C@H](O)[C@@H](c1ccc(OC)c(Br)c1)O2,3,.,-39,.,9.6,-7,4,2,109
CCOc1ccc(-n2c(COc3ccc(C)cc3)nnc2SCC(N)=O)cc1,0,3,-12,1,-0.7,-4,37,-2,97
COc1ccccc1N1CCN(C(=O)c2c(-c3c(Cl)cccc3Cl)noc2C)CC1,-1,2,-18,-4,0.9,0,29,11,105
CC(=O)c1ccc(S(=O)(=O)N2CCN(C(=O)c3cccc(S(=O)(=O)N4CC(C)OC(C)C4)c3)CC2)cc1 (stereo unspecified),.,6,21,0,-0.4,-7,.,.,.
CC(=O)Nc1ccc(S(=O)(=O)Oc2cccc(/C=N/N=C3/NC(=O)C(CC(=O)O)S3)c2)cc1 (stereo unspecified),0,2,12,-2,-2.5,-5,10,-8,100
CC(=O)Nc1ccc(NC(=O)CCCCCN2C(=O)c3ccccc3C2=O)cc1,2,3,-18,2,1.4,-6,13,1,99
Cc1ccccc1C(=O)NC(=S)NC1CC1,-1,-3,11,3,1.6,7,44,3,100
O=C(COC(=O)C1(c2ccc(F)cc2)CCCC1)NC1CC1,0,6,11,14,-2.5,-5,12,-18,108
Cc1nnc2n1CCCCC2,-5,3,12,-1,-0.7,4,22,5,93
CC(=O)Nc1sc2c(c1CN1CCCC1)CCCC2,-1,-5,2,-8,0.1,-2,48,-26,97
O=C(O)c1nn(CCOc2cccc(Cl)c2)c(=O)c2ccccc12,7,-6,-17,6,3.6,2,16,-7,100
Cn1nnnc1SCC(=O)Nc1nn(-c2ccccc2)nc1C(N)=O,-2,-1,-18,-2,-2.9,-5,32,10,104
O=C(CCNC(=O)c1ccc(Cl)cc1)NCCC1=CCCCC1,7,2,13,0,-0.6,-5,.,.,.
Nc1nnc(-c2ccc(Cl)c(Cl)c2)s1,2,-3,36,-2,-0.1,-8,2,-6,72
O=C(NC1CCCc2ccccc21)c1ccccc1Br (stereo unspecified),-2,1,2,-11,0.4,1,22,10,94
C=CCSc1nnc(NC(=O)COc2ccccc2)s1,6,-4,0,-3,0.7,-3,9,-6,115
Nc1ccc2ccc(O)cc2c1,.,3,18,6,-2.3,-6,.,.,.
CCN(CC)C(=O)CCS(=O)(=O)c1cccc2nonc12,0,8,-8,-5,3.2,5,8,-5,92
COCC(C)n1c(SCc2ccc(C(=O)OC)o2)nc2ccccc2c1=O (stereo unspecified),7,-11,52*,-4,-2.0,-1,-3,0,98
SMILES,IDE cell inh,IDE act,CRFR2-BP antag,CHRM4 PAM,CRFR2-BP ag,GalR3 antag,PHOSPHO1 inh,p-CIP stab down,MEKK3 PB1 HTS
CC1CCC(NC(=O)c2ccc(N3CCCC3=O)cc2)CC1 (stereo unspecified),0,-2,-5,0,1.4,-7,-1,-3,104
Oc1ccc[n+](/C=C\c2ccccc2)c1,1,-8,-10,22,1.3,-2,.,.,.
CC1CN(Cc2ccccc2)c2nc3c(c(=O)n(CC(=O)O)c(=O)n3C)n2C1 (stereo unspecified),0,-1,-6,-1,-1.6,-4,19,6,100
COc1ccc2c(c1OC)CN(C)CCc1cc3c(cc1C(O)C2)OCO3 (stereo unspecified),10,1,11,-6,-0.6,.,6,0,107
CCOC(=O)C1CCN(C(=O)c2c(C)oc3c2C(=O)c2ccccc2C3=O)CC1,2,6,-9,-8,0.5,3,-9,-3,103
CN(C)CCN(CC1CCCN(Cc2ccccc2F)C1)C(=O)c1ccc(Cl)cc1 (stereo unspecified),-3,3,7,-1,-0.7,-13,.,-2,110
O=C(CSc1nc2ccccc2c(=O)[nH]1)NCc1ccc(Cl)cc1,4,-2,3,-2,2.8,0,22,-2,.
C/C(=N\NC(=O)c1c(Cl)cnn1C)c1cccc(NC(=O)c2ccc(C)cc2)c1,-2,-6,8,13,-0.3,-3,-7,-16,102
CCOCC(=O)Nc1c(C(=O)Nc2ccc(OC)cc2OC)oc2ccccc12,-2,4,-34,-5,2.5,-5,-14,-6,101
Cc1cccc(/C=N/n2c(C)cc(C)c(C#N)c2=O)c1,-4,4,13,41*,-0.6,-4,8,2,113
O=C1C(c2ccccc2)c2ccccc2N1Cc1ccccc1 (stereo unspecified),.,1,8,1,0.6,-2,.,.,.
COc1cccc(NC(=O)c2ncn[nH]2)c1,4,3,5,8,-0.6,-1,-10,0,97
O=C(O)c1ccc(Cl)c(S(=O)(=O)Nc2ccc3cn[nH]c3c2)c1,12,2,-5,9,-0.2,-2,20,2,102
Cc1cc(C)cc(N(C(=O)c2csnn2)C(C(=O)NC2CCCC2)c2cccnc2)c1 (stereo unspecified),-3,6,7,-3,1.6,-10,22,-11,101
CCCN(CC(=O)Nc1ccc(F)c(F)c1F)CC(=O)Nc1c(C)n(C)n(-c2ccccc2)c1=O,2,1,-1,2,-3.0,0,.,.,.
COc1ccc(/C=N/NC(=O)CC(=O)NCc2cccnc2)cc1,4,1,-1,-6,4.4,-2,7,1,107
O=C(Nc1ccccc1)c1ccc(Cn2cc(C(F)(F)F)ccc2=O)cc1,6,0,8,5,0.5,-4,41,0,98
CCOc1ccc(NC(=O)c2cccnc2SC)cc1,4,9,40,7,-0.3,-1,13,-26,91
CCCn1c(N)[n+](CC(=O)c2ccco2)c2ccccc21,-2,2,7,1,-0.7,-1,23,-8,101
O=C1C=CC(=O)N1c1ccc(N2CCCCC2)cc1,8,-27,31,-5,1.1,1,15,-6,49*[inhibitor]
COc1ccc(C2c3c(ncn(CCN4CCOCC4)c3=N)Oc3ccc4ccccc4c32)cc1OC (stereo unspecified),-1,-2,-24,9,-0.6,-8,-5,-10,109
COc1ccc(CCNC(=O)CSCc2ccc(Br)cc2)cc1OC,2,4,-3,-1,-0.9,2,-47,2,104
Cc1ccc2c(CC(=O)N3CCN(c4ccccc4)CC3)coc2c1,0,-3,-7,-2,0.0,4,49,13,100
O=C(COC(=O)[C@@H]1CCCN1S(=O)(=O)c1ccc(Cl)cc1)NC1CCS(=O)(=O)C1 (stereo partly specified),-5,5,1,2,1.2,-5,.,.,.
N#Cc1ccc(-c2ccco2)nc1SCc1ccccc1,-1,-5,10,1,6.6,-4,26,-10,102
COc1ccc(NS(=O)(=O)c2cc(NC(=O)c3ccc(F)cc3)ccc2OC)cc1,4,1,-11,-3,-0.3,-8,-18,-20,102

# Among those listed so far, seven have fluorine.
SMILES,IDE cell inh,IDE act,CRFR2-BP antag,CHRM4 PAM,CRFR2-BP ag,GalR3 antag,PHOSPHO1 inh,p-CIP stab down,MEKK3 PB1 HTS
Cc1onc(-c2ccccc2)c1C(=O)N1CCN(S(=O)(=O)c2ccc(OC(F)(F)F)cc2)CC1,-3,-4,-13,2,0.6,-6,-6,-5,105
Fc1ccccc1CSc1ccc(-c2ccco2)nn1,7,1,1,-5,-0.6,-5,6,5,104
O=C(COC(=O)C1(c2ccc(F)cc2)CCCC1)NC1CC1,0,6,11,14,-2.5,-5,12,-18,108
CN(C)CCN(CC1CCCN(Cc2ccccc2F)C1)C(=O)c1ccc(Cl)cc1 (stereo unspecified),-3,3,7,-1,-0.7,-13,.,-2,110
CCCN(CC(=O)Nc1ccc(F)c(F)c1F)CC(=O)Nc1c(C)n(C)n(-c2ccccc2)c1=O,2,1,-1,2,-3.0,0,.,.,.
O=C(Nc1ccccc1)c1ccc(Cn2cc(C(F)(F)F)ccc2=O)cc1,6,0,8,5,0.5,-4,41,0,98
COc1ccc(NS(=O)(=O)c2cc(NC(=O)c3ccc(F)cc3)ccc2OC)cc1,4,1,-11,-3,-0.3,-8,-18,-20,102
